# TRPV1 ag: agonists of human vanilloid receptor 1 (TRPV1); AID 540275; Q8NER1; activation, % at 8.33 µM; TRPV1-expressing cells, Fluo-8 calcium influx, agonist mode; actives 0.19% (n = 320,000); in the data active means activation above about 80%; inconclusive means between about 30% and that limit; further: 0% is about no effect
#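 TRPV1-expressing cells were cultured overnight at 35.5C and loaded with Fluo-8 calcium dye for 40 to 90 min at room temperature. After a 10 s baseline, compound was added and calcium influx was read kinetically for 3 min (ex 480/em 520 nm).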
# Mito fusion yeast: mitochondrial division inhibition or fusion activation | S. cerevisiae fusion-defective mutant growth rescue, CellTiterGlo 48 h | Potency, µM (top dose mostly 46.1 µM), for inactives: at the highest dose growth rescue (activation), most hits filed as activators | actives 0.23% (n = 320,000);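 further: potency means the concentration at half of the fitted maximal effect; % of control where 0% means no effect; nearly all actives have a fitted effect of over 45% in size; temperature-sensitive fusion mutants such as fzo1-1 at 37 °C on non-fermentable ethanol glycerol medium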
#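 S. cerevisiae fusion-defective temperature-sensitive mutants (e.g. fzo1-1, mgm1-5) grown 48 h at 37C in YPEG (ethanol/glycerol non-fermentable) medium with 23 nl compound per well; growth rescue read as CellTiterGlo luminescence.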
# USP2a inh: blocks human ubiquitin-specific protease USP2a. O75604. Potency, µM (top dose mostly 38.3 µM), for inactives: at the highest dose activity change, negative = inhibition, most hits filed as inhibitors. AID 463254. actives 0.01% (n = 330,000). USP2 core, Ub-CHOP2 coupled fluorogenic reporter, 485/531;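 further: potency means the concentration at half of the fitted maximal effect; plate controls were DMSO wells for no effect and full inhibition by NEM control for full effect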
#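 Deubiquitinase activity read as fluorescence (485/531 nm) after Ub-CHOP2 cleavage activates the enterokinase reporter on its substrate; USP2 core 10nM, Ub-CHOP2 and substrate 25nM each, 30min compound preincubation then 60min RT; data normalized to NEM, curves fitted.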
# KCNH2 WT inh: blocks the wildtype human KCNH2 potassium channel | Q12809 | U2OS, BacMam KCNH2, thallium flux FluxOr; active compounds read low | activity change, % at 1.84 µM | actives 0.37% (n = 340,000);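 active means maximum activity change below -70%; inconclusive means maximum activity change between -70% and -50%; inactive means maximum activity change above -50%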; further: on the % scale 0 is the no-effect control and ±100 the full control effect
# Target sequence (Q12809 whole entry, looked up): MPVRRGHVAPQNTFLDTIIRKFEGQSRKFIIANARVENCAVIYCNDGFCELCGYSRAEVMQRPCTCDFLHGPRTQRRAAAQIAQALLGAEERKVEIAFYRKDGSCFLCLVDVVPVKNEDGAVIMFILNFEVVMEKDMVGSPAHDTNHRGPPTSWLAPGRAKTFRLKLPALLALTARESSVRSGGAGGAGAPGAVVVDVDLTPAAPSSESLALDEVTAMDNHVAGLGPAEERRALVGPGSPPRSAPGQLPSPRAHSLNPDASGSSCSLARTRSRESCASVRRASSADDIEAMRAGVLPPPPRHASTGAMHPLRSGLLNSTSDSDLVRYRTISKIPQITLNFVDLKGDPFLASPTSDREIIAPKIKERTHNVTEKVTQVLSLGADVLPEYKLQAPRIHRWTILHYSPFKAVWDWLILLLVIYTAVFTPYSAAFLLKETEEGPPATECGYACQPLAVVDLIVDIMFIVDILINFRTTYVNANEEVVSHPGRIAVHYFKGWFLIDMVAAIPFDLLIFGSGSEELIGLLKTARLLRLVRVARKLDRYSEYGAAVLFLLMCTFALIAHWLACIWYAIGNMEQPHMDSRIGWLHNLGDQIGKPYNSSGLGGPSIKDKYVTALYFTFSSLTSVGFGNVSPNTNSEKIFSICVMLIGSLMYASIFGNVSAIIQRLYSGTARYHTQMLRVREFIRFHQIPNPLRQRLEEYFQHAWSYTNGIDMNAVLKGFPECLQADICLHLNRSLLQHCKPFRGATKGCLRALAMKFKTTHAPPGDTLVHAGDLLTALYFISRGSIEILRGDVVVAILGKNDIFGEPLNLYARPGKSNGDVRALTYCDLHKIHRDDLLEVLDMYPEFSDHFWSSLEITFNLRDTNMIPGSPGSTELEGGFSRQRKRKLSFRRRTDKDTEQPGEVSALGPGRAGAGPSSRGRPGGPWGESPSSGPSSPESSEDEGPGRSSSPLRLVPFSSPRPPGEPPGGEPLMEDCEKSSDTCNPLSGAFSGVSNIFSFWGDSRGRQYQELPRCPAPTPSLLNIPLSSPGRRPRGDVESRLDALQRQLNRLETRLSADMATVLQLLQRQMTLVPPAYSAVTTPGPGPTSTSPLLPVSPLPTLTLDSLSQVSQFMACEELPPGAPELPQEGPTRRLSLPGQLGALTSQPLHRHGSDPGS
#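 U2OS cells transduced with wild-type KCNH2 virus are loaded with FluxOr dye for 45 min, and thallium flux is measured in kinetic reads before and after stimulation buffer. Rate constants are normalized to DMSO controls.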
# ELG1 repair inh: blocks ELG1-dependent DNA repair in HEK293T cells; HEK293T ELG1-luciferase reporter, luminescence, 16 h; DNA damage induced by 5-fluorouridine; Potency, µM (highest dose often 46.1 µM), for inactives: at the top dose activity change, negative = inhibition, most hits filed as inhibitors; actives 2.3% (n = 330,000); AID 504467; further: potency means the concentration at half of the fitted maximal effect; on the % scale 0 is the no-effect control and ±100 the full control effect; nearly all actives have a fitted effect of over 55% in size
#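 5-Fluorouridine DNA damage + compound/DMSO, 2,000 cells/well, 16 h, 37 °C/5% CO2. ONE-Glo, 30 min RT, luminescence. Readout = decrease in reporter signal.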
# KCNH2 3.1 inh: inhibitors of human KCNH2 3.1 potassium channel isoform | U2OS KCNH2 3.1, thallium flux FluxOr; active compounds read low | activity change, % (tested at about 1.8 µM) | actives 0.95% (n = 340,000) | AID 720553;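 active means maximum activity change below -70%; inconclusive means maximum activity change from -70% to -50%; inactive means maximum activity change above -50%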;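 further: thallium influx rate constant from kinetic fluorescence after stimulation buffer; on the % scale 0 is the no-effect control and ±100 the full control effect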
#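 Normalized rate constant (relative to positive and negative DMSO controls) derived from a 2 min kinetic fluorescence read after stimulation; U2OS cells expressing the 3.1 isoform via virus at 1.77 x 10^8 /mL.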
# Eya2 phos inh: inhibitors of human Eya2 phosphatase activity; O00167; recombinant Eya2, OMFP fluorescence dephosphorylation (OMFP is methylfluorescein phosphate); Potency, µM (top dose mostly 76.9 µM), without a hit: at the highest dose activity, negative = inhibition, usual class: inhibitors; actives 0.006% (n = 330,000); AID 488837; further: potency means the concentration at half of the fitted maximal effect; on the % scale 0 is the no-effect control and ±100 the full control effect
#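 Eya2 protein (added as 0.2 uM solution) was preincubated with compound for 10 min at ambient temperature in 50 mM HEPES pH 7.5, 50 mM NaCl, 5 uM MgCl2, 0.05% BSA, 1 mM DTT. OMFP (added at 50 uM) then reacted 10 min; fluorescence read at 485/525 nm.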
# TCR act: T cell receptor activation. primary human leukocytes, anti-CD3, IL-2 HTRF, 48 h. Potency, µM (titrated, usually from 9.22 µM), inactives show at the top dose activation of IL-2 secretion, hits mostly activators. 330,000 tested, under 10 active; further: % of control where 0% means no effect
#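 TCR engagement came from a-CD3 beads alone, with compounds added to primary human leukocytes for 48 hr. Secreted IL-2 bridged europium cryptate- and d2-labelled anti-IL-2 antibodies, giving FRET emission at 665nm after 320nm excitation.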
# AT treatment: candidate therapy for ataxia-telangiectasia. Potency, µM (doses to about 57.5 µM), for the others: at the highest dose activation, actives largely listed as activators. actives 0.19% (n = 320,000). […] A-T fibroblasts, KAP-1 phosphorylation AlphaLISA; neocarzinostatin DNA damage 30 min before lysis; further: potency means the concentration at half of the fitted maximal effect; % of control where 0% means no effect; nearly all actives have a fitted effect of over 45% in size
#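 hTERT-immortalized A-T patient fibroblasts ([…]), 500 cells/well in OPTI-MEM, 1% FBS, got compounds for 60 min, then NCS for 30 min at 37C. Lysates were then assayed for phospho-KAP-1 by AlphaLISA (anti-pKAP1 donor, anti-KAP1 acceptor beads), 6 hr at 25C.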
# TSHR antag: antagonists of human thyroid stimulating hormone receptor | P16473 | TSHR-expressing cells, TSH-stimulated cAMP HTRF, 2 h; active compounds read low | activity change, negative = inhibition, % at 11.5 µM | actives 0.2% (n = 330,000) | AID 504810;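 active means activity change below a set negative limit, meaning inhibition stronger than a set level, cut at about -70% in these data; inconclusive means activity change between two set negative limits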; further: on the % scale 0 is the no-effect control and ±100 the full control effect
#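 Freshly harvested TSHR cells receive pin-tooled compound, then EC80 TSH at 4nM final. After 2 hours at 37 deg C, antibody in lysis buffer and cAMP-d2 are added; 30 minutes at ambient temperature precede the HTRF read.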
# * marks the source's active call; other numbers are inactive results; ? = inconclusive; nt = not tested or not shown; [ ] = dose if it differs, or a comment. Unless noted, the call rests on the fitted dose curve; in most records, active means well fitted curve in the direction sought with a large enough effect; inconclusive means small, poorly fitted or top-dose-only effect, or another doubt; inactive means no such curve, though single readings can be large; an effect the other way counts as inactive or inconclusive. Only part of the results is shown; count on the stated rates, not on these rows.
# Start of the data: the first two compounds (preview)
molecule	TRPV1 ag	Mito fusion yeast	USP2a inh	KCNH2 WT inh	ELG1 repair inh	KCNH2 3.1 inh	Eya2 phos inh	TCR act	AT treatment	TSHR antag
COc1ccc(N2C(=O)CCC(C(=O)N3CCCCC3)C2c2ccc(F)cc2)cc1 (configuration not stated)	2	-1%	2%	11	22%	-1	10%	2%	-2%	2
Cc1ccc(NC(=O)CCC(=O)NNC(=O)COc2ccc([N+](=O)[O-])cc2)c(C)c1	0	-3%	-3%	0	19%	-14	-4%	11%	2%	12

# The list itself (from the top)
molecule	TRPV1 ag	Mito fusion yeast	USP2a inh	KCNH2 WT inh	ELG1 repair inh	KCNH2 3.1 inh	Eya2 phos inh	TCR act	AT treatment	TSHR antag
COc1ccc(N2C(=O)CCC(C(=O)N3CCCCC3)C2c2ccc(F)cc2)cc1 (configuration not stated)	2	-1%	2%	11	22%	-1	10%	2%	-2%	2
Cc1ccc(NC(=O)CCC(=O)NNC(=O)COc2ccc([N+](=O)[O-])cc2)c(C)c1	0	-3%	-3%	0	19%	-14	-4%	11%	2%	12
CCOC(=O)CSc1nnc(Cc2ccccc2)n1-c1cccc(Cl)c1	10	0%	0%	3	26%	-2	-13%	7%	5%	-18
N#Cc1cccc(-n2nnnc2-c2ccccn2)c1	-3	4%	2%	-9	?	13	-29%	3%	-1%	14
CC(=O)/C=C/c1ccccc1Oc1c(F)c(F)nc(F)c1F	20	-19%	1%	7	?	4	-9%	0%	32µM*	11
CCCCOc1ccc(CSC2=NCCN2)cc1[N+](=O)[O-]	4	-14%	-3%	14	15%	?	-6%	-8%[46.1 µM]	-7%	6
S=C1NCN(C2CCCCC2)CN1c1ccccc1	-1	3%	-1%	-3	-4%	-96*	14%	0%	-6%	3
Cc1noc(C)c1CSc1ncnc2sc3c(c12)CCC3	2	-1%	3%	nt	6%	nt	-4%[15.4 µM]	nt	4%	-13
COc1ccc(-c2nnc(NC(=O)C3=COCCO3)o2)cc1	1	-3%	3%	-9	?	-22	-2%	2%[46.1 µM]	8%	-2
CC(=O)Nc1ccc(NC(=O)Cn2c(=O)n(-c3ccc(F)cc3)c(=O)c3oc4ccccc4c32)cc1	1	5%	2%	1	?	-3	-13%	5%	2%	-5
CCC1(C)Cc2c(sc3nc(SC)nc(N)c23)CO1 (configuration not stated)	-4	6%	2%	2	-3%	1	6%	-1%	nt	-10
COc1cc(CNCc2ccncc2)cc(Br)c1OCc1ccccc1F	?	-8%	-8%	16	-18%	-7	-8%	5%	3%	-4
COc1cccc2c(=O)cc(C)n(CC(=O)Nc3ccc(Br)cc3)c12	-1	-1%	2%	18	?	-30	-25%	-9%	-5%	-3
CCOc1cc(C(=O)NCC(=O)N/N=C/c2sccc2C)cc(OCC)c1OCC	0	-2%	-2%	-7	?	-4	-28%	-1%	16%	21
N=C1C(c2nc3ccccc3c(=O)[nH]2)=C(O)CN1c1ccccc1	2	-1%	-3%	nt	?	nt	2%	nt	0%	-10

molecule	TRPV1 ag	Mito fusion yeast	USP2a inh	KCNH2 WT inh	ELG1 repair inh	KCNH2 3.1 inh	Eya2 phos inh	TCR act	AT treatment	TSHR antag
O=C(O)CC1SC(=Nc2cccc(O)c2)NC1=O (configuration not stated)	4	0%	3%	1	-9%	17	1%	-7%	7%	2
COc1cccc(NC(=O)Nc2ccc3c(c2)N(C)C(=O)CS3)c1	8	1%	-1%	1	?	-1	-12%	7%	1%	-11
CCNc1ccc(S(=O)(=O)NCCN(C)C)cc1[N+](=O)[O-]	-1	-5%	0%	15	-8%	8	-3%	-1%	-5%	5
CC(C)CCc1noc(CN(CC2CCC2)CC2CCCO2)n1 (configuration not stated)	10	2%	0%	-11	0%	-72*	?	2%	50%	2
CC(C)C[C@H](NC(=O)OC(C)(C)C)C(=O)NCC1CCC(C(=O)N[C@@H](Cc2ccccc2)C(=O)O)CC1 (some centres not stated)	-3	-4%	3%	-4	19%	15	-4%	-10%	0%	-8
O=C(NN1C(=O)C2C3C=CC(C3)C2C1=O)c1ccncc1 (configuration not stated)	1	0%	3%	0	9%	-19	-15%	2%	7%	3
O=C(NCC1OCCc2ccccc21)c1ccc(NC(=O)c2ccccc2Cl)cc1 (configuration not stated)	17	-7%	2%	-9	?	11	0%	-6%[46.1 µM]	-9%	-15
CC(C#N)Sc1nnc(Nc2ccccc2)s1 (configuration not stated)	21	2%	0%	4	10%	-6	-2%	1%	1%	-10
O=C(OCC(=O)N1CCc2ccccc21)c1ccccn1	-1	3%	4%	-14	8%	-8	0%	-10%	3%	36
COc1ccc(-c2nnc3ccc(SC)nn23)cc1	2	3%	-1%	30	?	3	-2%	nt	nt	1
COc1ccc(N=c2cc(-c3ccc(O)cc3)oc3ccccc23)cc1	4	23%	1%	-11	?	-13	-3%	2%[46.1 µM]	1%	-1
Cc1c(C#N)c(=O)oc2ccc3ccccc3c12	nt	4%	5%	21	-3%	13	4%	3%	-2%	4
Oc1ccc(-c2csc(-c3cccnc3)n2)cc1O	1	7%	6%	3	?	1	-8%	-14%	-12%	-6
Cc1ccc(N(CC2CO2)S(=O)(=O)c2ccccc2[N+](=O)[O-])cc1 (configuration not stated)	1	4%	1%	-14	-12%	8	6%	8%	8%	2
CCCn1c(C(O)c2ccc(OCC)cc2)nc2ccccc21 (configuration not stated)	nt	-5%	1%	0	-13%	-3	-8%	-2%	8%	-9

structure	TRPV1 ag	Mito fusion yeast	USP2a inh	KCNH2 WT inh	ELG1 repair inh	KCNH2 3.1 inh	Eya2 phos inh	TCR act	AT treatment	TSHR antag
O=C(CSc1ccc2nnc(-c3ccc(F)cc3)n2n1)NCC1CCCO1 (configuration not stated)	-1	-2%	1%	-22	12%	3	-33%	3%	-6%	-6
COc1ccc(N(CCC(=O)O)S(=O)(=O)c2ccc(C)c(C)c2)cc1	0	0%	0%	0	-6%	-4	9%	-5%	1%	9
CNCC(O)Cn1c2c(c3ccccc31)CCCC2 (configuration not stated)	1	-15%	5%	5	12%	4	4%	-4%	-6%	-6
COC(=O)C1=C(N)OC2=C(C(=O)CC(C)(C)C2)C1c1cccnc1 (configuration not stated)	14	-2%	0%	-8	0%	13	18%	-11%	1%	7
COC(=O)C(CCSC)NC(=O)CNS(=O)(=O)c1ccc(Br)cc1 (configuration not stated)	9	1%	0%	7	0%	-4	0%	nt	0%	6
CCOc1ccccc1C(C(=O)NC1CCCCC1)N(C(=O)c1csnn1)C1CC1 (configuration not stated)	17	8%	-1%	-1	-4%	-8	-3%	-4%	0%	-2
CCn1c(SCC(=O)Nc2nc(C)c(C)s2)nnc1-c1cccs1	1	-8%	1%	-7	?	-4	-7%	-4%[46.1 µM]	nt	-3
O=C(OCc1nc2ccc(Cl)cc2n1CCO)c1ccc2c(c1)OCO2	nt	6%	0%	13	7%	4	14%	-4%	7%	50
S=C(NCCC(c1ccccc1)c1ccccc1)Nc1ccccc1Cl	20	4%	-1%	-5	-6%	-9	-1%	-4%	5%	-22
CCOC(=O)c1ccccc1NC(=O)CSc1nc2[nH]ncc2c(=O)[nH]1	0	-4%	0%	-2	10%	-9	-13%	-7%	12%	-8
CN(C)C(=O)[C@H]1C[C@H]1[C@@H](O)[C@H](CO)NC(=O)[C@H](Cc1ccccc1)NC(=O)OC(C)(C)C	1	-1%	0%	-8	0%	29	-4%	1%	14%	-16

# Four entries out of the list above, sorted by their value in TCR act, ascending:
mol,TRPV1 ag,Mito fusion yeast,Eya2 phos inh,TCR act,TSHR antag
CCOC(=O)c1ccccc1NC(=O)CSc1nc2[nH]ncc2c(=O)[nH]1,0,-4%,-13%,-7%,-8
S=C(NCCC(c1ccccc1)c1ccccc1)Nc1ccccc1Cl,20,4%,-1%,-4%,-22
CN(C)C(=O)[C@H]1C[C@H]1[C@@H](O)[C@H](CO)NC(=O)[C@H](Cc1ccccc1)NC(=O)OC(C)(C)C,1,-1%,-4%,1%,-16
O=C(CSc1ccc2nnc(-c3ccc(F)cc3)n2n1)NCC1CCCO1 (configuration not stated),-1,-2%,-33%,3%,-6

# Assay outcomes (PubChem)
